SW480 rerep: A quantitative high throughput screen for small molecules that induce DNA re-replication in SW480 colon adenocarcinoma cells; SW480 DNA re-replication, Hoechst DNA content imaging, 48 h; Potency, µM (doses to about 46.1 µM), for inactives: at the highest dose re-replication activation, most hits filed as activators; hit rate 1.8% among 340,000; also: % of control where 0% means no effect; nearly all actives have a fitted effect of over 55% in size
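Cells (250 per well) received 23 nL compound or DMSO by pin tool and were kept 48 hr at 37 C, 5% CO2. Nuclei were then stained with Hoechst for 40 min and scanned for DNA content.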
GLP-1R inv ag: qHTS of GLP-1 Receptor Inverse Agonists (Inhibition Mode); hit rate 1.6% among 410,000; Glucagon-like peptide 1 receptor (Homo sapiens), P43220; Potency, µM (titrated, usually from 38.3 µM), inactives show at the highest dose activity change, negative = inhibition, actives largely listed as inhibitors; HEK293 GLP-1R CRE-luciferase, luminescence, 24 h; GLP-1R form is constitutively active; also: % is scaled to controls: 0 for no effect and ±100 for the full control effect; nearly all actives have a fitted effect of over 55% in size
Target sequence (P43220 whole entry, looked up): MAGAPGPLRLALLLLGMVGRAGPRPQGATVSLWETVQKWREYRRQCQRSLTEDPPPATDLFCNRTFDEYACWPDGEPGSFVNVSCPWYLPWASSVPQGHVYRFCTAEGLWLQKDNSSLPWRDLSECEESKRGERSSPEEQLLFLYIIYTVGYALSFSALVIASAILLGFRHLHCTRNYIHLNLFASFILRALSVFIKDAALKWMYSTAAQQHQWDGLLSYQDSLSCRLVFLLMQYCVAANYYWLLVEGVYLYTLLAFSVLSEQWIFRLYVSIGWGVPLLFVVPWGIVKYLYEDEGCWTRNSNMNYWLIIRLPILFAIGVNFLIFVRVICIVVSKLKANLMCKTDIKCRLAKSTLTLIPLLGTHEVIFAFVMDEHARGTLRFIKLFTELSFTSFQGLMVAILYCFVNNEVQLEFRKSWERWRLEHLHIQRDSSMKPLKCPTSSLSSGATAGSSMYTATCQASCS
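Seeding at 200 cells/uL, 12 h culture, 24 hr compound treatment, then luciferase reagent and a luminescence read; cells are HEK293 stably expressing a constitutively active GLP-1R plus cAMP-responsive luciferase.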
TDP43 rescue: qHTS of TDP-43 Inhibitors. TDP-43 expressing yeast growth rescue, BacTiter-Glo, 24 h. Potency, µM (top dose mostly 46.1 µM), for the others: at the highest dose growth rescue (activation), usual class: activators. AID 652104, 2013. hit rate 1.8% among 410,000; also: % of control where 0% means no effect; nearly all actives have a fitted effect of over 50% in size
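Galactose-induced TDP-43 yeast, OD600=0.02, compound pinned; 24 hr, 30 deg C; BacTiter-Glo luminescence for growth. Inhibitors of TDP-43 toxicity read as activators.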
GLP1R ag: qHTS of GLP-1 Receptor Agonists; Glucagon-like peptide 1 receptor (Homo sapiens), P43220; HEK293 GLP-1R CRE-luciferase, luminescence, 4-6 h; cells express a hypersensitive GLP-1R form; Potency, µM (highest dose often 45.6 µM), for the others: at the highest dose activation, most hits filed as activators; hit rate 0.007% among 380,000; AID 624172, 2012; also: % of control where 0% means no effect
HEK293 tox: qHTS of GLP-1 Receptor Inverse Agonists: Cytotox Screen; HEK293 cAMP-luciferase reporter cells, luminescence, 24 h; Potency, µM (top dose mostly 38.3 µM), inactives show at the top dose activity change, negative = inhibition, most hits filed as inhibitors; hit rate 0.13% among 410,000; AID 624418, 2012;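 also: loss of luciferase light is scored as toxicity; % is scaled to controls: 0 for no effect and ±100 for the full control effect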
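Compound-treated cells are incubated 24 hr at 37 deg C under 5% CO2 after a 12 hour attachment period, then luciferase detection reagent is added and luminescence is measured following 12 min at room temperature; lowered signal indicates toxicity.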
HT1080 IDH1KD tx: qHTS for induction of synthetic lethality in tumor cells producing 2HG: qHTS for the HT-1080-IDH1KD cell line | HT-1080 IDH1 knockdown viability, ATP luminescence, 48 h | Potency, µM (titrated, usually from 46.1 µM), without a hit: at the top dose activity, negative = toxicity, hits mostly cytotoxic | hit rate 2% among 360,000;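 also: 0% = DMSO wells and -100% = cell-free medium wells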
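HT-1080-IDH1KD cells (IDH1 knocked down), 750/well in RPMI with 5% FBS, treated with compound 48 h at 37 degrees C. Viability by CellTiter-Glo luminescence, normalised to DMSO and no-cell wells; concentration-response curves classed.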
KB-V1 cytotox: qHTS assay for MDR1-selective chemotherapeutics: Primary screen using the drug-selected MDR subline cells KB-V1; KB-V1 MDR cells viability, CellTiter-Glo, 72 h; Potency, µM (highest dose often 46.1 µM), inactives show at the top dose activity change, negative = cytotoxicity, usual class: cytotoxic; hit rate 3.4% among 400,000; also: % is scaled to controls: 0 for no effect and ±100 for the full control effect; nearly all actives have a fitted effect of over 60% in size
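Cells of the MDR subline KB-V1 are plated, dosed with compound at multiple concentrations, and incubated 72 h at 37 degrees C; CellTiter-Glo is then added and luminescence read after 10 min.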
KB-3-1 tox: qHTS assay for MDR1-selective chemotherapeutics: Primary screen using the parental adenocarcinoma cell KB-3-1 | Potency, µM (doses to about 46.1 µM), without a hit: top-dose activity change, negative = cytotoxic, usual class: cytotoxic | AID 1347075, 2019 | hit rate 1.4% among 400,000 | KB-3-1 viability, CellTiter-Glo ATP luminescence, 72 h; also: % is scaled to controls: 0 for no effect and ±100 for the full control effect; nearly all actives have a fitted effect of over 60% in size
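Here the drug-naive KB-3-1 line serves as comparator for MDR sub-line selectivity; cells received compound titrations, 72 h at 37 °C, then CellTiter-Glo readout.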
HT1080-NT tox: qHTS for induction of synthetic lethality in tumor cells producing 2HG: qHTS for the HT-1080-NT fibrosarcoma cell line; HT-1080-NT fibrosarcoma viability, CellTiter-Glo ATP luminescence, 48 h; Potency, µM (doses to about 46.1 µM), for inactives: at the highest dose activity, negative = less viability, most hits filed as cytotoxic; hit rate 1.6% among 360,000; AID 686970, 2013;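 also: NT is the 2HG producing partner of a matched IDH1 knockdown line; 0% = DMSO-treated cells and -100% = media-only wells without cells; nearly all actives have a fitted effect of over 55% in size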
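Compounds were tested in concentration-response format on HT-1080-NT cells for 48 hours at 37 degrees C. Cell viability came from CellTiter-Glo luminescence; curves were classified by r2, response magnitude and activity.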
The depositor's hits bear a star; ? = inconclusive; . = not tested or not shown; [ ] = dose if it differs, or a comment. Calls follow the shape of the dose curve; as a rule, active = well fitted curve in the direction sought with a large enough effect; inconclusive = small, poorly fitted or top-dose-only effect, or another doubt; inactive = no such curve, though single readings can be large; an effect the other way counts as inactive or inconclusive. Potency is read from the fitted curve at half-maximal effect.

1: Cc1ccc(C(=O)NCC(=O)NCC(c2cccs2)N(C)C)cc1C (centres undefined)
2: CCOc1ccc(/C=C(\C#N)C(=O)Nc2sc3c(c2C(=O)OC)CCC3)cc1OC
3: CCc1ccc(-n2c(C)nc3cc(C(=O)NCCc4ccccc4)ccc32)cc1
4: O=C(CNC(=O)c1ccc(Br)o1)NC1CCCCCC1
5: COc1ccc(C(CNC(=O)COc2ccc(-c3ccccc3)cc2)N2CCOCC2)cc1 (centres undefined)
6: CCC(C)C(CO)NC(=O)/C=C/[C@H]1O[C@@H](n2cnc3c(NC(=O)c4ccccc4)ncnc32)[C@H](O)[C@@H]1O (some centres undefined)
7: Cc1cccc(-c2nc(C)c(CCNC(=O)C(=O)Nc3cccc(Cl)c3C)s2)c1
8: CCCCn1c(N)c(N(C)C(=O)c2cc3c(F)cccc3s2)c(=O)[nH]c1=O

assay / entry	1	2	3	4	5	6	7	8
SW480 rerep	-3%	.	.	-20%	0%	.	.	-2%
GLP-1R inv ag	-10%	18%	?	5%	?	-4%	11%	8%
TDP43 rescue	10%	-1%	16%	-24%	-9%	1%	5%	4%
GLP1R ag	2%	.	.	0%	11%	-1%	2%	-19%
HEK293 tox	3%	4%	-18%	2%	-20%	-1%	-8%	7%
HT1080 IDH1KD tx	-10%	.	.	-2%	?	-2%	.	20%
KB-V1 cytotox	15µM*	9%	-7%	-20%	-27%	0%	-21%	24%
KB-3-1 tox	-3%	3%	-19%	-5%	?	0%	1%	0%
HT1080-NT tox	-6%	.	.	-1%	-27%	4%	.	15%

Reprinted from the part before: 4 entries, followed by the next part.
5: COc1ccc(C(CNC(=O)COc2ccc(-c3ccccc3)cc2)N2CCOCC2)cc1 (centres undefined)
6: CCC(C)C(CO)NC(=O)/C=C/[C@H]1O[C@@H](n2cnc3c(NC(=O)c4ccccc4)ncnc32)[C@H](O)[C@@H]1O (some centres undefined)
7: Cc1cccc(-c2nc(C)c(CCNC(=O)C(=O)Nc3cccc(Cl)c3C)s2)c1
8: CCCCn1c(N)c(N(C)C(=O)c2cc3c(F)cccc3s2)c(=O)[nH]c1=O
9: COCCNc1oc(-c2ccccc2Cl)nc1C#N
10: CCOC(=O)CNC(=O)Cn1cnc2c(nnn2-c2cccc(OC)c2)c1=O
11: Cc1ccc(S(=O)(=O)N(C)CC(=O)N/N=C/c2ccc(C)o2)cc1
12: CCCc1cc(=O)[nH]c(SCC)n1
13: Cc1ccc(Cn2c(C(=O)O)c(CNCCc3cccs3)c3ccc(C)cc32)cc1
14: CC(NC(=O)c1ccncc1)C(c1cccs1)N1CCOCC1 (centres undefined)
15: CC(=O)N1N=C(c2ccco2)CC1c1cc2cc(C)ccc2nc1Cl (centres undefined)
16: COc1cccc(CNC(=S)Nc2cc(C)ccc2C)c1

assay / entry	5	6	7	8	9	10	11	12	13	14	15	16
SW480 rerep	0%	.	.	-2%	-2%	-14%	1%	7%	.	0%	-7%	-3%
GLP-1R inv ag	?	-4%	11%	8%	68%[activator]	-3%	3%	10%	8%	13%	-9%	-29%
TDP43 rescue	-9%	1%	5%	4%	?	-3%	2%	-15%	19%	5%	-1%	?
GLP1R ag	11%	-1%	2%	-19%	13%	-2%	6%	0%	0%	3%	2%	14%
HEK293 tox	-20%	-1%	-8%	7%	1%	0%	-3%	0%	-6%	4%	-4%	13%
HT1080 IDH1KD tx	?	-2%	.	20%	4%	6%	-2%	-3%	.	?	-4%	-1%
KB-V1 cytotox	-27%	0%	-21%	24%	-7%	0%	0%	-1%	?	10%	-20%	-17%
KB-3-1 tox	?	0%	1%	0%	-5%	16%	1%	-2%	13%	-3%	10%	9%
HT1080-NT tox	-27%	4%	.	15%	19%	5%	2%	8%	.	3%	14%	2%

17: CC(=O)Nc1ccc(-c2csc(Nc3cc(C)ccn3)n2)cc1
18: CCOC(=O)c1sc2nc(CC(=O)OC)nc(NCCN3CCOCC3)c2c1C
19: COC(=O)[C@@]12CCCCN1[C@H](c1ccc(-c3ccccc3)c(OC)c1)[C@H]1C(=O)N(C)C(=O)[C@H]12
20: COCCN(C(=O)c1cc2c(s1)CCCCC2)c1c(N)n(Cc2ccccc2)c(=O)[nH]c1=O
21: Nc1c(C(=O)OCC(=O)NCc2ccccc2)[nH]c(=O)[nH]c1=O
22: CC(C)C[C@@H]1CN=C(N)N1C[C@@H]1CCCN1C[C@@H](C(C)C)N1C[C@@H](Cc2ccccc2)N(CCc2ccc(Cl)c(Cl)c2)C1=N
23: COC(=O)c1cc(Br)c(=O)n(-c2ccc(OC)cc2)c1
24: O=C(NCC1CCCO1)c1ccc(COc2ccc(F)cc2)o1 (centres undefined)

assay / entry	17	18	19	20	21	22	23	24
SW480 rerep	0%	-8%	0%	1%	-6%	-2%	0%	-1%
GLP-1R inv ag	1%[0.307 µM]	9%	-5%	12%	8%	-1%	6%	10%
TDP43 rescue	16µM*	4%	-2%	0%	1%	-11%	-17%	14%
GLP1R ag	1%	14%	-1%	0%	7%	3%	6%	-4%
HEK293 tox	15%[0.307 µM]	1%	-11%	0%	-6%	-8%	-6%	6%
HT1080 IDH1KD tx	?	1%	7%	-25%	4%	0%	-4%	3%
KB-V1 cytotox	?	3.7µM*	3%	5%	2%	0%	4%	?
KB-3-1 tox	?	?	?	-2%	?	0%	5%	-4%
HT1080-NT tox	?	10%	11%	2%	0%	-4%	-4%	0%

25: Cn1c(Cn2c(=O)sc3ccccc32)nnc1SCC(=O)Nc1ccc(Cl)cc1
26: COc1ccccc1C1CC(=O)n2c(nc(-c3ccccc3)c2-c2ccccc2)S1 (centres undefined)
27: CCCC(=O)Nc1ccc(C(=O)NCc2ccccc2Cl)cc1
28: O=C(NCCc1ccccc1)C1CCC(CNS(=O)(=O)c2cccc3cccnc23)CC1 (centres undefined)
29: CSC1=NCCN1CCOc1ccccc1
30: Cn1c(=O)c2c(nc(OC3CCCCCC3)n2C)n(C)c1=O
31: CCCCn1c(N)c(N(CC(C)C)C(=O)c2cccc(OCc3ccccc3)c2)c(=O)[nH]c1=O
32: O=C(CCc1nnc(CCCc2ccccc2)o1)N1CCCCCC1

assay / entry	25	26	27	28	29	30	31	32
SW480 rerep	-5%	1%	-5%[9.22 µM]	20%	-1%	-8%	?	18%
GLP-1R inv ag	7%	15%	-22%	-12%	-7%[7.66 µM]	14%	-4%	-11%
TDP43 rescue	16%	14%	3%	-1%	11%[9.22 µM]	14%	-17%	7%
GLP1R ag	1%	-6%	-1%	10%	0%	0%	-1%	-5%
HEK293 tox	-4%	10%	1%	-2%	3%[7.66 µM]	0%	7%	-14%
HT1080 IDH1KD tx	-20%	6%	-1%	-11%	16%	17%	-21%	5%
KB-V1 cytotox	10%	32%	2%	-16%	-9%	25%	14%	4%
KB-3-1 tox	-12%	27%	8%	0%	1%	-1%	?	-18%
HT1080-NT tox	-22%	1%	9%	-4%	10%	-1%	?	6%

Down the list, from the results shown:
Entries 25 to 32 in KB-3-1 tox: -12%, 27%, 8%, 0%, 1%, -1%, ?, -18%
Entries 25 to 32 in TDP43 rescue: 16%, 14%, 3%, -1%, 11%[9.22 µM], 14%, -17%, 7%

Later entries.
33: Cc1ccc(Cl)cc1N1CCN(C(=O)CN2C(=O)COc3ccc(S(=O)(=O)N4CCCCCC4)cc32)CC1
34: O=C(c1ccc(-c2ccccc2)c(F)c1)C1CCCN(C(=O)c2cncs2)C1 (centres undefined)
35: COCCNC(=O)CN(C)S(=O)(=O)c1ccc2c(c1)OCCO2
36: CC1CCC(NC(=O)Cn2ncc3c4ccccc4n(Cc4ccc(F)cc4)c3c2=O)CC1 (centres undefined)
37: CC(=O)c1cccc(NCc2ccccc2-c2nnc(-c3ccccc3)o2)c1
38: COc1ccc(CCC(=O)N2CCN(S(=O)(=O)c3ccc(OC)cc3)CC2)cc1
39: COc1ccc(CN2CCCCC2C)cc1OC (centres undefined)
40: O=C1/C(=C/c2ccccc2[N+](=O)[O-])COc2ccccc21
41: CC(C)COP(=O)(OCC(C)C)C(O)c1ccc(N(C)C)cc1 (centres undefined)
42: O=C(Cn1ncc2c3ccccc3n(Cc3cccc(Cl)c3)c2c1=O)Nc1ccc(F)cc1F

assay / entry	33	34	35	36	37	38	39	40	41	42
SW480 rerep	.	-9%	3%	.	.	0%	-3%	-349%[1.84 µM]	-22%	.
GLP-1R inv ag	-21%	-34%	-3%	-19%	7%	1%	3%	?	-7%	34%[activator]
TDP43 rescue	-12%	-28%	-13%	1%[9.22 µM]	14%	12%	-4%	?	-12%	?
GLP1R ag	0%	16%	-8%	.	.	12%	5%	-7%	7%	.
HEK293 tox	4%	9%	-15%	-5%	3%	-11%	-10%	?	0%	-1%
HT1080 IDH1KD tx	.	-6%	11%	.	.	1%	-1%	18µM*	10%	.
KB-V1 cytotox	26µM*	?	11%	23%	-5%	6%	-17%	-10%	?	3%
KB-3-1 tox	?	-8%	-5%	7%	12%	1%	-7%	-22%	-2%	5%
HT1080-NT tox	.	-18%	19%	.	.	2%	2%	8.2µM*	15%	.

An unsorted share of the library; overall some 9.4% were active at least once.
